# IDH1 R132H inh = blocks human mutant IDH1 R132H enzyme; Potency, µM (series often up to 76.6 µM), for inactives: at the highest dose activity change, negative = inhibition, usual class: inhibitors; 390,000 compounds, 0.093% hits; IDH1-R132H enzyme, NADPH consumption, diaphorase/resazurin fluorescence; further: potency means the concentration at half of the fitted maximal effect; on the % scale 0 is the no-effect control and ±100 the full control effect; nearly all actives have a fitted effect of over 65% in size
# Target sequence (O75874 whole entry R132H, stated change not applied): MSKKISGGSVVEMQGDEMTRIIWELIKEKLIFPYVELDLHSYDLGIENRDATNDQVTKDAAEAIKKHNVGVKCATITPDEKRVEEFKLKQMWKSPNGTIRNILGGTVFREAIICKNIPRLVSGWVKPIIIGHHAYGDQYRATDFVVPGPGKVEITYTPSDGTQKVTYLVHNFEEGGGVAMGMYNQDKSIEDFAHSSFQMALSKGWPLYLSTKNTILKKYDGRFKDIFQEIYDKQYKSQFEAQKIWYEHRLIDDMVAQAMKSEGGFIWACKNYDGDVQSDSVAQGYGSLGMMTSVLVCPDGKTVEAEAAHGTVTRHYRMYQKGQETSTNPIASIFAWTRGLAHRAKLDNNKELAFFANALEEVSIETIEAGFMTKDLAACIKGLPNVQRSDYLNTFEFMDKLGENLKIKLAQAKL
#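 IDH1-R132H (0.5 ug/mL) preincubated 30 min with compound, then NADPH (0.016 mM) and alpha-KG (2 mM) added; 80 min at RT, pH 7.5. Remaining NADPH coupled via diaphorase/resazurin to fluorescence (540/590 nm); concentration-response curves normalized to no-enzyme control.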
# USP1 inh = blocks the human USP1/UAF1 deubiquitinase complex; recombinant USP1/UAF1, Ub-Rhodamine cleavage fluorescence; Potency, µM (series often up to 57.1 µM), for inactives: at the highest dose activity change, negative = inhibition, usual class: inhibitors; 390,000 compounds, 0.23% hits; AID 743255; further: potency means the concentration at half of the fitted maximal effect; on the % scale 0 is the no-effect control and ±100 the full control effect; nearly all actives have a fitted effect of over 60% in size; inactives centre near -12
#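 1 nM enzyme complex + cpd, 15 min RT; start with Ub-Rho 150nM final; kinetic fluorescence ex 480/em 540, 6 reads q60 s. Buffer 50mM HEPES pH 7.8, 0.5mM EDTA, 0.1 mg/ml BSA, 1mM TCEP, 0.01% Tween-20.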
# Vif-A3G inh = Vif-A3G binding inhibition. Q9HC16. HeLa A3G-eYFP + Vif (tagged APOBEC3G with the HIV-1 protein that degrades it), YFP fluorescence, overnight. Potency, µM (series often up to 46.1 µM), without a hit: at the highest dose activity, negative = active, actives largely listed as inhibitors. 410,000 compounds, 0.076% hits;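 further: potency means the concentration at half of the fitted maximal effect; on the % scale 0 is the no-effect control and ±100 the full control effect; nearly all actives have a fitted effect of over 60% in size; hits raise eYFP signal because A3G escapes Vif-driven loss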
# Target sequence (Q9HC16 whole entry, looked up): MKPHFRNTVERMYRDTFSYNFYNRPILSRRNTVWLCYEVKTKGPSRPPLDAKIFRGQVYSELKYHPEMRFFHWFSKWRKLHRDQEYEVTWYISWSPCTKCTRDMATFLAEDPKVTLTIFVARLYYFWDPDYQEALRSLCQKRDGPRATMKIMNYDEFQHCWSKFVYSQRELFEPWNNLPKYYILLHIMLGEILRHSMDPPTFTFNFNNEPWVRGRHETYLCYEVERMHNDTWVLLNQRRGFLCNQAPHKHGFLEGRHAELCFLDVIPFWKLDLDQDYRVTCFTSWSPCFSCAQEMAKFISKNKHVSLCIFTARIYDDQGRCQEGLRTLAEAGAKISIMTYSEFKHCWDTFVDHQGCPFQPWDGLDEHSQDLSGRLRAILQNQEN
#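 HeLa cells stably expressing Vif and C-terminally eYFP-tagged A3G, seeded overnight at 37 deg C, then exposed to compound by pintool overnight at 37 deg C. Rise in yellow fluorescence (Ex 488/Em 500-530, Acumen) marks blocked Vif-driven A3G degradation.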
# PI4K2A inh = PI4K2A (human) kinase inhibition. activity change, negative = inhibition, % at 76.9 µM. AID 1346378. 420,000 compounds, 0.13% hits. purified PI4K2A, ADP-Glo luminescence, 1 h; hits give low values. Q9BTU6; in the data active means activity change below about -50%; inconclusive means mostly about -30% to -49%;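 further: -100% = wells without enzyme as full effect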
#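 In this quantitative HTS, ADP production by PI4K2A was quantified luminescently after 1 h at ambient temperature; 100 microM adenosine served as plate-quality control.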
# LDHA block = inhibitors of human lactate dehydrogenase A; purified LDHA, NADH/diaphorase-resazurin fluorescence; hits give low values; activity change, % (values are at about 110 or 230 µM); AID 1347041; 480,000 compounds, 0.15% hits; in the data active means activity change below about -30%; inconclusive means mostly about -25% to -30%;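 further: plate controls were DMSO wells for no effect and wells without enzyme for full effect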
#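 LDH5 2 nM; NADH 0.06 mM, pyruvate 0.2 mM; 200 mM Tris pH 7.4, EDTA, Tween-20; 5 min RT. Detection: diaphorase 0.133 mg/mL + resazurin 37 µM, fluorescence ex540/em590 at 0 and 20 min; normalized to enzyme-free and DMSO wells.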
# TrxR1 substrate = substrates of rat thioredoxin reductase 1; purified TrxR1 substrate turnover, NADPH consumption readout; Potency, µM (doses to about 114 µM), for inactives: at the top dose activity change, negative = substrate turnover; 390,000 compounds, 0.01% hits; further: potency means the concentration at half of the fitted maximal effect; on the % scale 0 is the no-effect control and ±100 the full control effect; nearly all actives have a fitted effect of over 50% in size
#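 Rat TrxR1, dispensed at 90 nM, was prereduced with 400 uM NADPH (final) for 5 min at ~22 deg C, then incubated with compound 15 min before 400 uM selenite. A first-read NADPH fluorescence drop versus no-compound background flagged substrates.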
# GRP78 ERSR act = inducers of ER stress response in human glioma cells; U87-MG GRP78 promoter luciferase reporter, 16 h; 420,000 compounds, 0.02% hits; Potency, µM, for inactives: at the highest dose activation, most hits filed as activators; further: potency means the concentration at half of the fitted maximal effect; series mostly up to about 76 µM; % of control where 0% means no effect; nearly all actives have a fitted effect of over 35% in size
#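 Stably transfected U87-MG glioma cells carrying a GRP78-based luciferase sensor; 16 h compound incubation. Luminescence end-point read 10 min after Bright-Glo addition at room temperature.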
# Vif-A3F inh = inhibitors of Vif-A3F interaction; HeLa A3F-eYFP + Vif (tagged APOBEC3F with the HIV-1 protein that degrades it), YFP fluorescence increase; 390,000 compounds, 0.2% hits; Potency, µM (series often up to 46.1 µM), for inactives: at the highest dose activity, negative = active; further: potency means the concentration at half of the fitted maximal effect; % of control where 0% means no effect; nearly all actives have a fitted effect of over 65% in size
#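 Fluorescence increase (Ex 488/Em 500-530) after overnight compound treatment at 37 deg C flags inhibition of Vif-driven A3F-eYFP loss in stable HeLa A3F-eYFP/Vif cells seeded overnight beforehand.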
# RXFP1 ag = agonists of human relaxin receptor RXFP1; Potency, µM (doses to about 57.5 µM), inactives show top-dose activation, actives largely listed as activators; Q9HBX9; 370,000 compounds, 0.3% hits; HEK293T-RXFP1 cAMP TR-FRET, 30 min; response scale: percent of porcine relaxin response, buffer zero; further: potency means the concentration at half of the fitted maximal effect; on the % scale 0 is the no-effect control and ±100 the full control effect; nearly all actives have a fitted effect of over 60% in size; many of its hits are not listed in these tables
#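 HEK293 cells stably expressing RXFP1, treated 30 min at 37C with compounds plus PDE4 inhibitor Ro 20174; cAMP measured by HTRF TR-FRET. Normalized to buffer and 29 nM porcine relaxin; EC50 by Hill fit.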
# Numbers without * were called inactive; ? = inconclusive; . = no result given; & = joins results of further samples; [ ] = remark or other dose. Unless noted, the call rests on the fitted dose curve; in most records, active means well fitted curve in the direction sought with a large enough effect; inconclusive means small, poorly fitted or top-dose-only effect, or another doubt; inactive means no such curve, though single readings can be large; an effect the other way counts as inactive or inconclusive.
molecule	IDH1 R132H inh	USP1 inh	Vif-A3G inh	PI4K2A inh	LDHA block	TrxR1 substrate	GRP78 ERSR act	Vif-A3F inh	RXFP1 ag
COc1ccc(OC)c(CNn2c(-c3ccccc3F)nc3ccccc3c2=O)c1	7%	-6%	-6%	-4	-4	6%[57.1 µM]	-7%	0%	1.4%
Cc1[nH]c2ccccc2c1C(=O)CNc1nccs1	-4%	-9%	-5%	4	-8	3%	-5%	-14%	4.0%
Cc1ccc(CC(=O)NCC(c2ccco2)N(C)C)cc1C (configuration not stated)	-5%	-2%	1%	-1	-6	3%[57.1 µM]	-1%	4%	-1.1%
CC(C)c1ccccc1NC(=O)COC(=O)/C=C/c1cccc([N+](=O)[O-])c1	-4%	-22%	1%	-2	1	0%	-4%	-8%	1.4%
CC1=C(C#N)C(c2ccc(O)cc2)C2=C(CCCC2=O)N1 (configuration not stated)	0%	?	2%	2	-14	13%	-2%	14%	4.6%
Cc1nc(N)[nH]c(=O)c1CCC(=O)OCC(C)C	0%	-20%	0%	-4	-2	10%	-3%	2%	0.3%
Cc1occc1-c1n[nH]c(=S)n1C	-4%	-14%	-5%	-3	-11	11%	-1%	-15%	0.5%
Cc1nc(-c2ccccc2)sc1C(=O)O	20%	-2%	0%	-12	-5	-2%	1%	0%	23%
COC(=O)c1ccc(-c2ccco2)n1Cc1cc(C)ccc1C	-9%	3%	1%	4	-1	-4%	0%	1%	-0.5%
Cc1nn2c(C)c(C(=O)Nc3ccccc3)cnc2c1-c1ccccc1	-3%	-25%	-10%	3	-12	-6%	-1%	5%	0.7%
COCCNC(=O)NC(=O)COC(=O)c1cc([N+](=O)[O-])ccc1Sc1nc(C)cs1	6%	4%	-18%	-5	1	-6%	-2%	0%	2.5%
O=C(NCC1CC1)c1cccc2c1C(=O)c1ccc(-c3ccc(OC(F)(F)F)cc3)cc1S2(=O)=O	-8%	19%	1%	-1	-12	12%[57.1 µM]	3%	-5%	.
COc1ccc2nc(N3C(=O)C(O)=C(C(=O)c4ccco4)C3c3ccco3)sc2c1 (configuration not stated)	3%	-7%	2%	3	-13	6%	-7%	1%	.
Cc1nn(-c2ccccc2)c(C)c1/C=N/NC(=O)c1ccc(F)cc1	-21%	-15%	1%	7	-8	-2%	1%	8%	.
CC(=O)N1CCN(c2ncnc3sc(-c4ccccc4)cc23)CC1	0%	-23%	-2%	-10	-6	12%	10%	4%	13%
CCOC(=O)c1cc2c(c(CCO)n1)[C@H](CCO)N(S(=O)C(C)(C)C)C2 (some centres not stated)	-3%[38.3 µM]	-26%	0%	-1	0	10%[2.29 µM]	-4%	-5%	.
CC(Sc1nnc2c(n1)C1(C)CCC2C1(C)C)C(=O)Nc1ccccc1 (configuration not stated)	-1%	-12%	-3%	-1	-6	-5%	-5%	1%	-0.1%
O=C(Nc1cccnc1Cl)C1CCCN(c2ncnc3c2nc2n3CCCCC2)C1 (configuration not stated)	4%	-4%	-1%	-2	0	-11%[57.1 µM]	1%	-12%	-0.2%
CCCCn1c(CNC(=O)C23CC4CC(CC(C4)C2)C3)nnc1SCC(=O)Nc1ccccc1	6%	-11%	3%	4	-3	-5%	-3%	3%	0.0%
COC(=O)CCCC(=O)N1CCOCCN(C(=O)CCCC(=O)OC)CCOCC1	6%	-13%	-6%	8	-9	8%[57.1 µM]	-2%	-10%	1.8%
Cc1cc(=O)n2nc(N3CCCC(C(=O)NCCc4ccc(Cl)cc4)C3)sc2n1 (configuration not stated)	-6%	-4%	-1%	-11	-4	-12%	-4%	-9%	1.1%
CCOCCCNC(=O)c1cc2c(=O)[nH]c3ccccc3c2s1	0%	-20%	1%	5	-6	25%	-3%	5%	15%
CC(=O)c1ccc(OCC(O)CN2CCN(CC(O)COc3ccc(C(C)=O)cc3)CC2)cc1 (configuration not stated)	13%	-21%	1%	5	-2	-3%	1%	-6%	2.8%
COc1ccccc1-c1nnc2sc(COc3ccc(Cl)cc3)nn12	-3%	-10%	-2%	0	-6	7%[57.1 µM]	-6%	-6%	0.7%
COc1ccc(Cl)cc1C(=O)Nn1c(C)nc2ccccc2c1=O	-5%	3%	1%	3	-2	6%	-3%	-3%	2.3%
Fc1ccc(-c2nc3ccc(Cl)cn3c2Cc2ccccc2)cc1	12%	-27%	-3%	-1	1	.	0%	-21%	.
O=C(N/N=C/c1cccnc1)c1cccc(NC(=O)c2ccc(Cl)cc2)c1	1%	-20%	1%	1	3	5%	2%	1%	-0.5%
OCCN=C1CCCc2c1[nH]c1ccc(Br)cc21	1%	0%	-13%	-2	0	-14%	0%	-7%	2.5%
CCOC(=O)c1c(NC(=O)c2ccc(S(=O)(=O)N3CCC(C)CC3)cc2)sc2c1CCN(CC)C2	0%	?	-15%	-2	-3	-5%[57.1 µM]	-10%	?	-0.7%
O=C(C1=C[C@H](c2ccc3c(c2)OCO3)C[C@H](OCCCCO)O1)N1CCN(Cc2ccccc2)CC1	13%	-18%	3%	-1	12	6%	-3%	1%	1.4%
Cc1ccc(CNC(C)c2ccccc2)cc1 (configuration not stated)	5%	3%	0%	-3	-4	4%	-5%	-12%	0.7%
CCn1c(SCC(=O)Nc2cccc(O)c2)nc2c1c(=O)n(C)c(=O)n2C	0%	-18%	0%	-1	2	7%	-4%	?	25%
O=C1C2C3C=CC(C4CC34)C2C(=O)N1/N=C/c1ccc([N+](=O)[O-])s1 (configuration not stated)	-8%	-3%	2%	5	-11	-12%	4%	3%	3.0%
CN(C)CCNC(=S)Nc1ccccc1Cl	2%	-8%	3%	-4	-8	3%[57.1 µM]	-1%	-13%	0.7%
COc1ccc(-c2noc(-c3cccnc3NCc3ccco3)n2)cc1	8%	-27%	1%	-17	0	-5%	2%	-10%	2.8%
COc1cc2c(C(=O)N3CCN(c4ccc(C)cc4)C(C)C3)cn(CC(C)C)c(=O)c2cc1OC (configuration not stated)	-3%	-18%	1%	-2	2	-5%	0%	-4%	0.2%
O=C(N/N=C/c1c[nH]c2ccc(Br)cc12)c1ccn(Cc2ccc(Cl)cc2)n1	3%	-4%	2%	5	1	-6%	-2%	1%	0.5%
CCn1cc(C(=O)OCC(=O)c2cc(C)n(-c3ccccc3)c2C)c(=O)c2ccc(C)nc21	-4%	-13%	1%	3	1	-6%	-3%	-3%	-0.7%
CC(=O)c1ccc(OCCCC(=O)NCc2nnc3ccccn23)cc1	0%	-11%	1%	-3	-7	8%[57.1 µM]	-2%	7%	5.8%
Cc1cc(=O)[nH]c2c3ccccc3nn12	-2%	-8%	0%	5	-4	3%	-3%	1%	6.6%
Cc1ccccc1OCC(=O)Nc1ccc(N2CCN(C(=O)C(C)C)CC2)c(Cl)c1	-2%	-13%	2%	8	-6	-1%[57.1 µM]	-8%	6%	4.8%
Cc1ccc(OCc2cc(C(=O)NCc3cnn(-c4cccc(F)c4)c3)no2)cn1	-5%	-5%	4%	-5	-1	2%	-4%	-10%	-2.6%
Cc1nn(CC(=O)Nc2ccc3c(c2)OCO3)c(C)c1[N+](=O)[O-]	0%	-1%	0%	13	0	-12%	-1%	3%	-0.7%
CCCCN(C(=O)c1ccc(Cl)c([N+](=O)[O-])c1)c1c(N)n(CCC)c(=O)[nH]c1=O	-1%	-20%	-1%	1	-2	9%[57.1 µM]	-5%	-7%	2.5%
O=C(CSc1nc2ccccc2n1Cc1ccc(Cl)cc1)N/N=C/c1ccccc1C(=O)O	0%	-24%	-8%	-2	-5	-8%	-3%	13%	-0.7%
COc1ccc(N2CCN(CCCNC(=O)c3cc(Nc4ccccc4OC)nc4ccccc34)CC2)cc1	5%	-23%	-7%	-2	0	2%[57.1 µM]	-4%	-2%	0.6%
Cc1cc(C)cc(NC(=O)NCC(O)COc2ccc([N+](=O)[O-])cc2)c1 (configuration not stated)	-10%	-25%	-4%	1	1	-9%	-7%	-15%	2.7%
CCn1c(=O)c2cc(C(=O)Nc3cccc(C(C)=O)c3)sc2c2ccccc21	7%	-12%	-7%	7	-9	42%[activator]	-3%	0%	-36%[inhibitor]
O=C1CC[C@@H](OCc2ccccc2)CCN1CC[C@H](Sc1ccccc1)c1ccccc1	0%	-22%	8%&0%	1	1	-3%[57.1 µM]	-3%&0%	5%	-2.3%
Cc1ccc(C(=O)OCC(=O)Nc2ccc3[nH]c(=O)[nH]c3c2)o1	3%	-14%	-7%	4	2	3%	-4%	5%	0.0%
COc1ccc(NC(=O)CN(C)S(=O)(=O)c2ccc(Cl)cc2)cn1	9%	-12%	0%	-3	1	2%	-3%	-3%	0.3%
CCOC(=O)c1c(C)[nH]c(C(=O)N(C)CC(=O)Nc2ccc(OCC)c(OCC)c2)c1C	-3%	-11%	1%	-1	1	.	1%	-1%	.
CCCCC(=O)Nc1ccc(C(=O)NNC(=O)c2ccccc2Br)cc1	-1%	-8%	-2%	-4	-4	0%	-2%	-9%	4.5%
Cc1ccc(OCC(=O)NNC(=S)NC(=O)C2CCCCC2)c(C)c1	-10%	-15%	2%	7	-2	-9%	-3%	3%	-0.5%

# These rows are one share of the data, so the mix of outcomes need not match the whole.
